Bioassay records (PubChem)
MOR-DOR ag: agonists of human mu-delta opioid receptor heterodimerization | hit rate 0.3% among 340,000 | cells, OPRM1-OPRD1 heterodimerization, luminescence | activation, % at 9.3 µM | P35372+P41143; in the data active = activation above about 18%;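 also: 0% = vehicle-treated cells and 100% = reference agonist; values of inactives mirror those of a sister screen read the other way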
Target sequence (P35372 whole entry, looked up): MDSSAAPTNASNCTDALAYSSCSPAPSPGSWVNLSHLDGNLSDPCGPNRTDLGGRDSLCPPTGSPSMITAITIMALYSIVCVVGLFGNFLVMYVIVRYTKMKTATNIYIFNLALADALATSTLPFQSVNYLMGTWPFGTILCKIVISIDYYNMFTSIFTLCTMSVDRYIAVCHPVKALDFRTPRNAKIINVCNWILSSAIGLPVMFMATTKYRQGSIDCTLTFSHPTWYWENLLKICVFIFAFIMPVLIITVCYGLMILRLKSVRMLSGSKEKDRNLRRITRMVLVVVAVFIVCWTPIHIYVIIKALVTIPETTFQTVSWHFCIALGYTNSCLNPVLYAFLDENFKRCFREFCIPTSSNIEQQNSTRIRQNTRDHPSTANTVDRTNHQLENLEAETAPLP
Target sequence (P41143 whole entry, looked up): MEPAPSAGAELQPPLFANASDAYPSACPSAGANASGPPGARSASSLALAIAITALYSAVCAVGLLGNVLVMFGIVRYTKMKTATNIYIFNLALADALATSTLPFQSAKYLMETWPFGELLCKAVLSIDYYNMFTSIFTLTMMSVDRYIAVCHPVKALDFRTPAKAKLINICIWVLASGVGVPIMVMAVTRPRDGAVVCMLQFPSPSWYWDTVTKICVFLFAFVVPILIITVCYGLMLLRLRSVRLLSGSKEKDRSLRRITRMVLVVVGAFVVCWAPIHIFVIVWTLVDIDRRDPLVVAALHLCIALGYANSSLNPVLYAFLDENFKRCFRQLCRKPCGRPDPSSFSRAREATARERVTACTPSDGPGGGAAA
OPRM1-OPRD1 inv: inverse agonist of human OPRM1-OPRD1 heterodimerization. cell-based MOR-DOR heterodimer luminescence, inverse agonism. inhibition, % at 9.3 µM. hit rate 0.21% among 340,000. AID 504357; in the data active = inhibition above about 22%, passing the limit was not always enough;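 also: 0% = cells with DMSO and 100% = wells without cells with DMSO; values of inactives mirror those of a sister screen read the other way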
PKA-R1A act: PKA-R1A complex activation. activation, % at 11.4 µM. hit rate 0.083% among 340,000. P00514+P68181. PKA-R1A dissociation, Cy5-IP20 fluorescence polarization; scaled: DMSO 0%, 113 µM cGMP 100%;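 active = percent activation above the mean of all tested compounds plus 3 SD, cut at about 19% in these data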;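 also: higher means more PKAc released from R1A so a rise in polarization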
AddAB inh: less growth of phage-infected E. coli with AddAB. E. coli expressing H. pylori AddAB, absorbance growth. inhibition, % at 11.9 µM. hit rate 0.29% among 330,000. AID 435030; in the data active = inhibition above about 12%;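 also: 0% = vehicle wells of infected cells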
DSG3 Ab inh: blocks pemphigus antibody binding to human desmoglein-3 | P32926 | DSG3-coupled beads, scFv-anti-DSG3-GFP binding, flow cytometry; stronger effect = lower value | binding (percent of control), % at 10 µM | hit rate 0.48% among 310,000;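 active = binding more than 3 SD below its plate's average and above zero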; also: some compounds called inactive have numbers as strong as hits
phage Ecoli inh: E. coli growth loss with phage present | AID 651602 | inhibition, % at 11.9 µM | hit rate 0.26% among 360,000 | growth absorbance; in the data active = inhibition above about 11%
Mot1-301 SUMO: SUMOylation pathway inhibition by Mot1-301 growth rescue; growth rescue, % at 18.8 µM; S. cerevisiae Mot1-301 growth rescue, ATP luminescence, 38.5C; percent above DMSO median, 100 means doubled; AID 2716; hit rate 1% among 320,000;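 active = every valid replicate shows activation above 250% relative to neutral control wells; inactive = the rest, any valid replicate at or below 250%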;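 also: OY570 slx delta 5 strain wells were the positive control but not used for scaling; some compounds called inactive have numbers as strong as hits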
PfHsp90 yeast 2: reduces growth (ATP signal) of yeast expressing P. falciparum Hsp90; hit rate 0.32% among 310,000; AID 504621; S. cerevisiae expressing PfHsp90, BacTiter-Glo ATP, 48 h; yeast lacking PDR1 and PDR3 efflux regulators; inhibition, % at 9.4 µM;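 active = every replicate shows inhibition above about 80%, whatever the replicate mean, limit read from the data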;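 also: 0% = DMSO neutral controls and 100% = 20 µM radicicol positive controls; yeast relying on Plasmodium falciparum Hsp90 in place of its own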
Tat transport: blocks Tat-dependent protein export in E. coli | E. coli MC4100 TorA-mCherry Tat export, fluorescence | inhibition, % at 10 µM | hit rate 0.036% among 340,000;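 active = mean replicate inhibition at least 50% and at least half of replicates individually reaching 50%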;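 also: exported cargo escapes ClpAP degradation while cytoplasmic cargo is degraded and loses fluorescence; 0% = median of neutral control wells and 100% = median of NaSCN control wells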
Ecoli viability: bacterial growth inhibition, counter-screen for AddAB inhibitors; AID 449728; hit rate 0.27% among 330,000; E. coli V3065 growth, OD600 absorbance, 18 h; inhibition, % at 11.9 µM;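 active = inhibition above the campaign's mean inhibition across all tested compounds plus 3 SD, cut at about 9.9% in these data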;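 also: uninfected addAB+ strain grown without phage in ampicillin broth; 0% = DMSO wells and 100% = ciprofloxacin 0.95 µg/ml wells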
Arrestin-AP2 inh: human beta-arrestin and AP2 interaction inhibition; hit rate 0.31% among 340,000; inhibition, % at 10 µM; AID 504490; FITC-arrestin peptide / GST-AP2 beads, flow cytometry; AP2 beta2 appendage carries R879A mutation;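 active = inhibition above a set limit, near 3 SD of compounds lacking own fluorescence, cut at about 54% in these data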;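 also: plate controls were DMSO wells for no effect and 5 µM unlabelled arrestin peptide for full effect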
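system = GST-tagged AP2 beta2-adaptin appendage (R879A) on 4 µm glutathione beads | reagent = FITC-labelled arrestin peptide probe, 50 nM final | schedule = compound with beads 12 min RT, then probe 1 h RT | signal = HyperCyt-sampled flow cytometry, FL1 channel, ex 488/em 535 nm | read-out = percent response from loss of bead-bound FITC fluorescence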
* = called active by the depositor; . = not tested or not shown.

SMILES	MOR-DOR ag	OPRM1-OPRD1 inv	PKA-R1A act	AddAB inh	DSG3 Ab inh	phage Ecoli inh	Mot1-301 SUMO	PfHsp90 yeast 2	Tat transport	Ecoli viability	Arrestin-AP2 inh
CCOC(=O)c1c(C)n(CC(O)c2ccccc2)c2ccc(O)cc12 (centres undefined)	-1.5	8	-2	-2.5	106	-0.6	-8	-18	-2	-1.4	1
CCn1ncc(C2=NOC(C(=O)N3CCC(C(N)=O)CC3)C2)c1C (centres undefined)	-0.6	3	-6	0.0	101	-1.2	28	.	-5	-0.3	5
CCOC(=O)Cc1cc(=O)[nH]c(Nc2nc3ccccc3o2)n1	-1.0	6	4	-4.0	102	-1.7	4	-37	2	-2.2	0
CC(C)c1nc(SCC(=O)Nc2cccc(C(F)(F)F)c2)c2c(=O)n(C)c(=O)n(C)c2n1	0.9	-5	3	0.9	78	2.4	9	3	-1	-0.1	-5
COC(=O)[C@@H](Cc1c[nH]c2ccccc12)NC(=O)CCC(=O)c1ccc(F)cc1	-3.5	15	-24	1.6	96	1.8	2	-22	-1	-1.7	36
O=C(NCCCNC(=O)c1cncc(O)c1)c1cncc(O)c1	-0.5	2	4	0.9	102	2.7	1	4	3	-2.0	30
Cc1ccc(C(=O)OCC(=O)Nc2ccc3c(c2)OCO3)o1	-0.3	2	-3	1.3	107	3.2	-14	-31	-5	2.3	-5
C/C(=N\NC(=O)CC#N)c1cc2ccccc2oc1=O	-1.3	8	-5	1.5	94	1.8	-19	-10	-4	1.3	-2
O=C(C1CCC(CNS(=O)(=O)c2cccc3nsnc23)CC1)N1CC=C(c2ccccc2)CC1 (centres undefined)	-0.7	4	-2	0.1	95	2.4	-9	6	8	-1.6	15
OCCCN1c2ccccc2Nc2nnc(-c3ccccc3)cc21	-1.9	11	-4	-1.1	99	1.7	13	-11	-6	2.1	1
Cc1ccsc1C1CC(=O)Nc2ccccc2S1 (centres undefined)	-3.6	19	2	-0.1	110	2.9	-1	-1	-6	0.3	4
O=C(COc1cc(Cl)c(Cl)cc1Cl)Nc1ccncc1	3.7	-20	-5	-0.2	104	1.2	54	.	-1	1.5	6
COc1ccc(OC)c(/C(C)=N/Nc2ccc(C(=O)O)cc2)c1	-3.5	18	-4	3.0	100	4.3	-7	20	4	0.3	-9
CN(C)c1ccc(C(=O)OCC(=O)NCCNC(=O)COC(=O)c2ccc(N(C)C)cc2)cc1	-0.1	1	-5	1.1	101	-0.4	69	19	0	-0.9	5
CSc1ncc(Cl)c(C(=O)Nc2ccccc2Cl)n1	4.5	-27	6	1.4	96	1.4	18	-30	1	2.2	-2
O=C(Nc1ccc(Cl)cc1)Nc1nnc(-c2ccncc2)s1	-1.4	7	-7	7.3	126	6.2	-11	-8	3	3.1	6
CC(C)c1ccccc1NC(=O)c1ccco1	-1.5	9	3	1.4	101	3.5	-15	-22	9	1.0	22
Cc1cc(C)n(-c2ccc(C(=O)Nc3ccc(C)c(S(=O)(=O)N(C)C)c3)cc2)n1	0.9	-6	-13	3.5	98	3.2	8	-18	-1	-0.3	0
CCCn1c(/N=C/c2cc(OC)ccc2O)nc2ccccc21	-1.1	6	0	4.6	94	5.8	-8	10	10	4.5	4
COc1ccc(NC(=O)CN2CCN(C(=O)c3ccco3)CC2)c(OC)c1	-1.3	7	-8	1.1	106	3.2	-9	58	9	-0.3	-5
CCn1c2ccc(F)cc2c2nc3ccccc3nc21	-1.2	6	-6	-1.5	112	1.1	0	-14	4	0.3	5
Cc1cccc(NC(=O)C2CCN(C(=O)[C@@H]3Cc4ccccc4CN3)CC2)c1	-2.4	13	-7	6.0	110	0.0	-7	3	0	-1.8	18
O=C(N/N=C/c1ccco1)Nc1ccccc1	-3.4	18	2	1.7	113	3.5	-7	-15	-4	2.1	13
COc1ccc(OC)c(/C=N/N(C)c2ccccc2)c1	-0.8	4	-7	0.0	99	2.6	-2	-12	0	2.9	1
CN(C)/C=C(\C#N)C(=O)Nc1ccccc1	-0.8	5	1	1.5	100	1.1	24	-6	0	1.2	-12
O=C(O)C=C(Br)Br	-0.6	3	-4	1.0	101	1.6	16	-1	-3	-1.7	7
COc1cc(C(=O)NCC(c2cccs2)N2CCOCC2)cc(OC)c1OC (centres undefined)	0.7	-5	-3	2.3	101	0.5	10	-1	15	0.3	33
CCOC(=O)N1CCN(C(=O)Cc2ccc(-n3c(=S)[nH]c4ccccc4c3=O)cc2)CC1	-0.8	4	3	-0.6	99	.	-2	-12	-2	0.2	-1
CSc1ccc(S(=O)(=O)Nc2c(C)cccc2C)cc1	2.7	-16	-3	-0.3	103	2.5	-8	-40	0	-1.1	-4
Cc1cccc(NC(=S)Nc2ccc(Cl)c(Cl)c2)c1	4.1	-20	-4	4.3	102	6.9	-5	-3	5	-0.3	2
CC1CCCN(Cc2c(C(=O)N3CCc4ccccc4C3)nc3ccc(Cl)cn23)C1 (centres undefined)	0.3	-2	8	0.5	97	-1.1	5	19	-5	-0.2	28
CCCCc1nnc(NC(=O)CN2C(=O)c3ccccc3C2=O)s1	0.9	-4	3	3.5	99	4.5	8	26	8	0.9	-5
Cc1cc(=O)[nH]c(Cc2ccc(OC(C)C)cc2)n1	-1.1	6	0	0.6	102	3.9	1	-21	-1	-2.3	0
O=C(Cn1ccn(-c2ccc(F)c(F)c2)c(=O)c1=O)NCCc1ccccc1	-0.4	2	-10	3.4	136	2.0	160	-5	-4	0.0	10
O=C(CNC(=O)c1ccccc1F)NC1=NCCS1	-3.4	18	8	2.3	102	-0.6	5	17	-3	-1.1	8
Cc1cc(C)c(S(=O)(=O)c2ccccc2C)c(OCCO)n1	-2.6	13	-5	-1.4	99	0.5	-12	3	6	-1.3	9
Cc1onc(-c2c(Cl)cccc2Cl)c1C(=O)N1CCN(c2ccccc2F)CC1	-1.4	7	5	1.6	107	0.4	19	-4	-2	-3.2	-2
Cc1cc(C)nc(N(C#N)CCOc2ccc(Cl)cc2)n1	3.6	-21	-9	-3.2	104	-0.1	9	9	-4	0.7	6
Cc1ccccc1NS(=O)(=O)c1ccc(C(=O)N2CCN(S(=O)(=O)c3ccccc3)CC2)cc1	0.6	-4	-5	-1.5	104	2.3	55	3	-2	0.1	9
Cc1c(C(=O)NCCCN2CCOCC2)oc2c1C1(CCC2)SCCS1	1.6	-8	3	2.6	.	3.1	-4	-15	1	0.5	18
O=C(CSc1nc2[nH]ncc2c(=O)[nH]1)Nc1ccccc1C(F)(F)F	-0.8	4	6	0.3	109	1.0	4	7	-1	0.0	12
CC(C)[C@H](NC(=O)[C@H](Cc1ccccc1)n1c(=O)[nH]c2ccccc2c1=O)C(=O)N1CCC[C@@H]1C(=O)O	-2.1	11	-6	0.2	.	0.4	2	2	-1	0.3	-1
COc1ccc(-c2nc(CS(=O)CC(=O)NCCCN3CCCC(C)C3)c(C)o2)cc1OC (centres undefined)	-3.0	15	7	-0.5	98	1.9	-16	0	-8	-0.4	-8
COc1cc2nc(SCC(=O)NCCc3ccccc3)n(Cc3ccco3)c(=O)c2cc1OC	-4.0	18	-14	0.0	101	1.2	6	-19	-2	-1.7	4
O=C(Cc1ccccc1F)NC1CCCN(Cc2ccc(Cl)cc2)C1 (centres undefined)	-0.9	4	-9	2.0	97	-0.7	-7	-11	-3	-0.3	14
CN1C(=O)c2ccc(C(=O)NCc3ccc4c(c3)OCO4)cc2C1=O	-3.6	17	-5	1.1	.	5.1	-10	-3	-1	0.9	4
CN(c1ccc(C(=O)N2CCN(c3ccccc3F)CC2)cc1)S(=O)(=O)c1ccccc1	-2.1	11	-3	5.6	108	1.1	-7	66	-5	-0.4	12
CCN1CCN(c2ccc(S(=O)(=O)N3CCCCC3)cc2NC(=O)c2cccc(C)c2)CC1	0.1	-1	-9	3.5	103	2.4	66	19	-2	-3.0	-16
CCOC(=O)N1CCN(C(=O)C(=O)NN)CC1	-0.6	3	8	-1.9	97	-0.8	36	-9	-8	-1.5	-8
COc1ccc2[nH]c(C(=O)N3CCCN(Cc4ccc(F)cc4)CC3)cc2c1	-0.3	2	10	-1.1	122	-0.1	46	-3	4	-1.5	3
CCOC(=O)[C@@H]1[C@H]2COc3ccc(Br)cc3[C@@H]2N2C(=O)N(c3ccc(C)cc3)C(=O)[C@@]12C	-1.7	10	-2	2.9	103	2.8	32	7	8	0.7	2
C/C(CC(=O)Nc1ccccc1F)=N\NC(=O)Cc1ccc(Cl)cc1	-3.7	19	10	1.5	98	1.4	24	-12	-2	0.8	-36
COc1cc(C(=O)OCC(=O)Nc2c(C)n(C)n(-c3ccccc3)c2=O)c([N+](=O)[O-])cc1OC	-3.9	15	-1	5.2	99	6.0	58	.	-5	1.8	-1
Cc1nn(C)c(Cl)c1NC(=O)OCc1ccc(F)cc1	1.1	-5	-6	-1.0	111	1.6	353	3	32	-1.2	2
Cc1ccc(CCN2CC(C(=O)NCCCOC(C)C)CC2=O)cc1 (centres undefined)	-0.6	3	-7	2.5	.	.	37	-1	3	1.5	6
C=CCOc1cccc(C(=O)N2CCCC(Nc3ccc4c(c3)OCCO4)C2)c1 (centres undefined)	0.1	0	10	2.8	104	3.4	8	-10	7	1.2	22
CCn1c2ccccc2c2cc(NC(=O)c3ccc(=O)oc3)ccc21	.	.	.	1.2	101	-0.2	92	.	.	-0.3	11
O=C(Oc1ccc(-c2ccccc2)cc1)N1CCOCC1	-0.3	2	1	0.0	.	2.7	-10	19	5	1.5	13
O=C(NC(=S)Nc1ccc(S(=O)(=O)N2CCCC2)cc1)c1cccs1	-3.7	19	-11	1.0	83	3.3	63	-1	0	1.0	24
Cc1ccc(NC(C)C(=O)N/N=C/c2c[nH]c3ccccc23)cc1 (centres undefined)	0.8	-6	5	-0.8	105	3.9	21	15	-4	-0.3	-7
COC(=O)C1=CN(c2cccc(Cl)c2)C=C(C(=O)OC)C1c1cccc(OC)c1	-1.6	9	19*	.	117	1.2	1	1	5	.	-2
COc1ccc(N(CC(=O)NC2CCCCC2)C(=O)c2snc(C(N)=O)c2N)cc1	-2.2	14	2	2.1	.	1.4	-8	1	6	-1.8	23
CC(NC(=O)CNC(=S)N(Cc1ccccc1)Cc1cccnc1)c1ccccc1 (centres undefined)	-0.4	2	-6	0.1	94	4.0	156	-25	0	-1.2	9
